Cneo AK release = Cryptococcus neoformans lysis via adenylate kinase release. C. neoformans lysis, adenylate kinase release luminescence, 4 h; normalised: neutral wells 0, clomiphene wells 100. lysis activity, % at 15 µM. 360,000 compounds, 0.2% hits;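 active = mean lysis activity across replicates of at least 80%, whatever share of replicates individually reach that level; inactive = mean lysis activity below 80%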
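Material: C. neoformans cells; Schedule: 4 h static compound exposure, 37 °C, read 1 h post-reagent; Measured by: adenylate kinase release luminescence; Read-out: signal increase indicating cell lysis; Controls: Clomiphene as positive lysis control.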
miR-122 sensor = miR-122 inhibition in Huh7 cells. Huh7 miR-122 Renilla luciferase sensor, 48 h; neutral wells = 0, positive control = 100. activation (reporter increase), % at 12.5 µM. 340,000 compounds, 0.3% hits;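 active = mean replicate activation score at least 90 and every replicate individually at or above 90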;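 also: higher luciferase means less miR-122 activity so hits act as miR-122 inhibitors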
PglD inh = inhibitors of Campylobacter jejuni PglD acetyltransferase | purified PglD enzyme, DTNB colorimetric CoA detection | inhibition, % at 12.5 µM | 360,000 compounds, 0.098% hits; in the data active = inhibition above about 16%, passing the limit was not always enough; also: strong numbers were not always called active
GSIS activator = primary screen for activators of insulin secretion dependent on glucose, INS-1E cells, GLuc reporter luminescence. INS-1E GLuc reporter insulin secretion, 2-3 h. activation, % at 16.6 µM. 370,000 compounds, 0.61% hits. AID 743287;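 active = lowest replicate activation of at least 40%, so every replicate reaches that level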;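 also: 0% = median of neutral control wells and 100% = median of IBMX positive control wells; some compounds called inactive have numbers as strong as hits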
F508del corr = correctors of CFTR F508del function in bronchial epithelial cells. CFBE cells, YFP halide quenching; stimulated with forskolin plus potentiator P3; % fluorescence drop versus neutral controls. activity (quench increase), % at 7.58 µM. AID 720511. 350,000 compounds, 0.36% hits;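 active = mean added fluorescence quench of at least 8% versus neutral control, with both replicates also reaching 8%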;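 also: cells transiently co-express mutant CFTR-F508del with the halide-sensitive YFP; corrector assay measuring rescue of mutant channel to the surface after 24 h compound exposure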
C2C12 statin = suppressors of simvastatin-induced myotoxicity in C2C12 myotubes. ATP luminescence, 48 h; scaled: DMSO 0, geranylgeraniol control 100. rescue of ATP level, % at 7.49 µM. 330,000 compounds, 0.78% hits. AID 602340;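 active = mean ATP rescue above about 67%, or every replicate alone reaching that limit, limit read from the data, passing the limit was not always enough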;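 also: myotubes were challenged with 10 µM simvastatin during compound exposure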
FN deposit inh = fibronectin deposition inhibition; AH1F fibroblasts, Alexa488-fibronectin deposition fluorescence, overnight; inhibition, % at 12.6 µM; AID 743247; 350,000 compounds, 0.086% hits;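 active = mean inhibition across replicates of 30% or more, regardless of how many single replicates reach that level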;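 also: positive control wells lacked labelled fibronectin entirely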
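Assay system: AH1F fibroblast monolayer, labelled fibronectin deposition. Amount: 10000 cells per well. Also added: labelled fibronectin 24 nM. Compound: single-point pinned compound. Incubation: cell attachment 1 h, compound and FN exposure overnight. Detection: fluorescence after three HBSS washes, excitation 485 nm, emission 525 nm. Read-out: inhibition of fibronectin deposition signal.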
PGC1a acetyl inh = lowers PGC1a acetylation signal in U2OS cells. 350,000 compounds, 0.17% hits. AID 651687. inhibition, % at 15.6 µM. AlphaScreen anti-acetyl-lysine; with virally co-expressed GCN5 acetyltransferase;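 active = every replicate shows inhibition of at least 40%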;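 also: 0% = neutral control wells and 100% = positive control wells; some results beyond the cut were filed as inactive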
* marks the source's active call; other numbers are inactive results; . = not tested or not shown; [ ] = dose if it differs, or a comment.

Each structure is followed by: Cneo AK release, miR-122 sensor, PglD inh, GSIS activator, F508del corr, C2C12 statin, FN deposit inh, PGC1a acetyl inh
[1] C[C@@H]1CN([C@H](C)CO)S(=O)(=O)c2ccc(C#C[C@@H](C)O)cc2O[C@H]1CN(C)Cc1ccncc1
  0, 0[16.7 µM], -3, 18, -0.4, -38, 12, 6
[2] Cc1cccc(C)c1N(CC(=O)N1CCCC1)S(C)(=O)=O
  3, 0, 2, -5, -1.0, -6, 3, -22
[3] COc1ccc(CN2CCNC(=O)C2CC(=O)N(C)Cc2ccon2)c(F)c1 (stereo not given)
  1, -6, 2, -1, -2.0, ., 1, 0
[4] Nc1nc(SCc2ccccc2)ns1
  -4, -4, 0, ., ., -4, ., -7
[5] COc1ccc(S(=O)(=O)N[C@@H]2C=C[C@H](CC(=O)N3CCC(Cc4ccccc4)CC3)O[C@@H]2CO)cc1
  3, ., 2, -39, -4.0, 7, -2, -3
[6] O=C(O)c1ccc(C(=O)Nc2ccc(F)cc2)cc1
  1, 4, -1, 1, 1.1, -7, -4, .
[7] C/C=C/c1ccc2c(c1)O[C@@H](CN(C)C(=O)Cc1ccccn1)[C@H](C)CN([C@H](C)CO)S2(=O)=O
  -5, -4[16.7 µM], 1, 8, 0.5, ., -6, 5
[8] O=C(O)CN1C(=O)/C(=C\c2cc(Br)ccc2OCc2ccccc2F)SC1=S
  -4, -6, 7, 8, -2.1, 10, -10, 6
[9] Nc1cc2nsnc2cc1Br
  -3, -18, -5, ., ., -125, ., 60*
[10] O=[N+]([O-])c1ccc(OCc2cn([C@@H](CO)c3ccccc3)nn2)c(Br)c1
  2, -4, 10, -25, 1.6, 22, 7, 0
[11] O=C(CN1C(=O)COc2ccccc21)NCCCN1CCCCC1
  0, -17, 1, 12, -1.2, -1, 13, -1
[12] CN(C)C(=O)c1cccc(-c2ccc3c(c2)[C@@H]2[C@@H](CCN2C(=O)Nc2cccc(F)c2)[C@H](CO)N3C)c1
  8, -2[16.7 µM], -4, -12, -0.8, 1, -7, -12
[13] O=C(CN1C(=O)c2ccc([N+](=O)[O-])cc2C1=O)NCCC1=CCCCC1
  -2, ., -3, -10, -1.3, 4, 1, .
[14] COc1ccc(N(CC(C)C)S(=O)(=O)c2nnc(NC(=O)CC(C)C)s2)cc1
  0, -11, 5, 6, 0.0, -5, -3, -8
[15] Cc1ccccc1NC(=O)Cc1nnc(N)s1
  1, -22, -8, -5, 0.3, -2, 7, 4
[16] Cc1cc(C(=O)COc2ncnc3sccc23)c(C)n1C
  -1, -2, -6, ., ., -32, ., -2
[17] Cc1sc(NC(=O)c2ccco2)c(C(c2ccccc2)N2CCC(C)CC2)c1C (stereo not given)
  ., ., ., 0, -1.5, ., 9, -11
[18] O=C(CSc1nnc(CCCN2C(=O)c3cccc4cccc(c34)C2=O)n1-c1ccccc1)N1CCN(CCO)CC1
  6, -5, -6, -1, ., ., 2, .
[19] CC(OC(=O)c1ccc(NC(N)=O)cc1)C(=O)Nc1ccc2c(c1)OCCO2 (stereo not given)
  2, -7, -2, -9, -1.1, 6, 4, 0
[20] Cc1ccc2nnn(Cc3cccc(C(C)(C)C)c3O)c2c1
  6, 16, -1, -34, -0.7, -13, -6, -5
[21] CCCc1cn(CC[C@H]2CC[C@@H](NC(=O)C3CCC3)[C@H](CO)O2)nn1
  -2, ., -4, -1, -1.8, -1, ., 2
[22] O=C(Cc1ccccc1)N[C@@H]1C=C[C@@H](CC(=O)N2CCCCC2)O[C@H]1CO
  4, ., 1, -1, -1.8, 2, 17, 2
[23] O=C(O)c1ccc(S(=O)(=O)N(Cc2ccccc2)Cc2ccccc2)cc1
  0, ., -3, 22, 1.2, -3, -2, .
[24] C[C@@H]1CCCCO[C@H](CN(C)Cc2ccncc2)[C@H](C)CN([C@H](C)CO)C(=O)c2cc(NC(=O)c3ccccc3)ccc2O1
  1, -2[16.7 µM], -3, 0, -0.1, -49, ., 13
[25] Cc1cccc(NS(=O)(=O)c2ccc(C)c(C(=O)N(C)C3CCN(C)CC3)c2)c1
  0, 0, -3, 15, -1.1, -19, -2, -2
[26] COc1cccc(-c2ccc3n(c2=O)C[C@@H]2[C@@H](CO)[C@H](C(=O)N(C)C)[C@H]3N2Cc2cncnc2)c1
  1, 4[16.7 µM], 1, -6, -2.1, -6, ., .
[27] CC(=O)N1CCOc2ccc(S(=O)(=O)NCc3ccccc3Cl)cc21
  ., -12, ., 6, 1.7, 10, 4, -5
[28] CN1c2ccc(Br)cc2[C@H]2[C@H](CCN2C(=O)C2CCOCC2)[C@H]1CO
  -4, -5[16.7 µM], 0, 4, 0.5, 1, -10, -7
[29] O=c1[nH]c2cccc(Cl)c2n(CCNc2ncc(C(F)(F)F)cc2Cl)c1=O
  0, -2, 0, ., ., 19, ., -4
[30] Cc1nnc(SC(C)C(=O)N2CCc3ccccc32)s1 (stereo not given)
  6, 3, -7, ., ., -14, ., 6
[31] CC(=O)c1c(C)[nH]c(C(=O)OCC(=O)NNC(=O)c2ccc([N+](=O)[O-])cc2)c1C
  1, -7, 1, ., -0.8, 2, 10, 3
[32] CC1CC(C)CN(C(=O)COC(=O)Cc2ccc(Cl)cc2)C1 (stereo not given)
  -2, -3, -3, -2, 7.3, 3, 2, 2
[33] CCOC(=O)C1CCCN(CC(=O)N(C)c2c(N)n(Cc3ccccc3)c(=O)[nH]c2=O)C1 (stereo not given)
  -6, -7, 7, -14, -2.3, 7, 1, -5
[34] COc1ccc(NC(=O)COC(=O)/C=C/c2ccccc2[N+](=O)[O-])cc1OC
  -5, -7, -2, 11, ., ., -4, 18
[35] CCN1CCN(c2ccc(S(=O)(=O)N3CCCCC3)cc2NC(=O)c2ccc(OC(F)F)cc2)CC1
  -1, 0, -7, -10, 1.9, 1, 4, -21
[36] CN(C[C@H]1N[C@@H](CO)[C@@H]1c1ccc(C2=CCCC2)cc1)C(=O)c1ccccn1
  1, -75[16.7 µM], 1, 4, -1.6, -30, 3, 2
[37] Cc1nc2ccccc2c(=O)n1/N=C/c1cn(-c2ccccc2)nc1-c1cccs1
  -4, -4, 3, ., ., ., -3, -7
[38] C/C(=C\c1cccc(Cl)c1)C(=O)c1c(C)cc(C)[nH]c1=O
  -1, 1, -3, -9, 0.9, 8, -3, 13
[39] Cc1cc(Br)ccc1OCC(=O)NNC(=O)CCc1ccccc1
  1, ., -5, -3, 3.5, -23, 3, .
[40] C[C@@H]1CCCCO[C@H](CN(C)Cc2ccc3c(c2)OCO3)[C@@H](C)CN([C@@H](C)CO)C(=O)c2cc(NS(=O)(=O)c3ccc(Cl)cc3)ccc2O1
  -19, -1[16.7 µM], 5, -25, -1.6, ., 10, -5

Continued; it opens with the 4 that closed the last part.
Each structure is followed by: Cneo AK release, miR-122 sensor, PglD inh, GSIS activator, F508del corr, C2C12 statin, FN deposit inh, PGC1a acetyl inh
[37] Cc1nc2ccccc2c(=O)n1/N=C/c1cn(-c2ccccc2)nc1-c1cccs1
  -4, -4, 3, ., ., ., -3, -7
[38] C/C(=C\c1cccc(Cl)c1)C(=O)c1c(C)cc(C)[nH]c1=O
  -1, 1, -3, -9, 0.9, 8, -3, 13
[39] Cc1cc(Br)ccc1OCC(=O)NNC(=O)CCc1ccccc1
  1, ., -5, -3, 3.5, -23, 3, .
[40] C[C@@H]1CCCCO[C@H](CN(C)Cc2ccc3c(c2)OCO3)[C@@H](C)CN([C@@H](C)CO)C(=O)c2cc(NS(=O)(=O)c3ccc(Cl)cc3)ccc2O1
  -19, -1[16.7 µM], 5, -25, -1.6, ., 10, -5
[41] O=C(N[C@@H]1CC[C@@H](CC(=O)N2CCOCC2)O[C@@H]1CO)c1ccc2c(c1)OCO2
  4, ., -1, 11, 1.3, 3, -6, 7
[42] CC(C)OC(=O)N(C)C[C@@H]1OCc2ccccc2-c2ccccc2C(=O)N([C@H](C)CO)C[C@H]1C
  0, ., -1, -3, -3.3, ., 8, 0
[43] COc1ccc(C#Cc2ccc3c(c2)[C@@H]2[C@@H](CCN2C(=O)c2ccncc2)[C@@H](CO)N3C)cc1
  4, -5[16.7 µM], -2, -3, 2.4, 34, -10, 6
[44] CCC(=O)Nc1cccc(NC(=O)CN2CCN(c3ccccc3OC)CC2)c1
  1, 7, 3, ., ., 7, ., 2
[45] CCCN(C(=O)CCc1ccc(OC)cc1)c1c(N)n(Cc2ccccc2)c(=O)[nH]c1=O
  0, -2, 3, -2, -2.8, 10, -7, 3
[46] CN1CCN(C(=O)/C=C/c2ccc(Cl)cc2)CC1
  -1, -1, 1, 4, 0.0, 110*, -3, 3
[47] CCc1nnc(NC(=O)CSc2ncc(-c3ccccc3)[nH]2)s1
  3, ., -5, 0, 2.1, 13, ., 1
[48] Cc1ccc(-c2ccc3c(c2)O[C@H](CN(C)Cc2ccncc2)[C@H](C)CN([C@@H](C)CO)S3(=O)=O)cc1
  2, -19[16.7 µM], -7, -23, -0.5, -8, -9, -20
[49] COc1ccc(C2SCCN2C(=O)c2ccc([N+](=O)[O-])cc2)cc1 (stereo not given)
  -2, -2, 2, -7, -0.1, 3, 7, 7
[50] CCn1nc(C)c(CNC(=O)Nc2ccccc2C(=O)OC)c1C
  -1, 1, 3, -10, -2.5, -1, -6, 3
[51] Cc1noc(C)c1S(=O)(=O)N(C)C[C@@H]1OCCCC[C@H](C)Oc2ccc(NC(=O)C3CCCCC3)cc2C(=O)N([C@H](C)CO)C[C@H]1C
  -2, 11[16.7 µM], 36, -18, 2.9, -22, ., 29
[52] CSc1ccc(CNCc2ccc3c(c2)OCO3)cc1
  0, 5, -4, 3, -0.2, 12, -2, 1
[53] C[C@@H]1CN([C@@H](C)CO)C(=O)Cc2cc(NC(=O)Cc3ccccc3)ccc2O[C@H]1CN(C)C(=O)Nc1ccc(F)cc1
  -3, -4[16.7 µM], 3, -1, -3.2, 4, -10, 8
[54] CCc1nc2ccc(C(=O)Nc3cccc(NS(C)(=O)=O)c3)cn2c1N(CC)Cc1cccc(Br)c1
  -2, -12, -3, ., 0.4, 14, -5, 1
[55] Cn1ncc([N+](=O)[O-])c1C(=O)Nc1cccc(Cl)c1
  -2, ., -8, -6, -11, 19, -1, .
[56] Cc1ccc(C(=O)COC(=O)CN2C(=O)C3C4CCC(C4)C3C2=O)cc1C (stereo not given)
  0, -8, 5, 1, -0.5, ., 1, -3
[57] Cc1occc1-c1nnc(SCC(=O)NC2CCCCC2)o1
  -1, -4, -3, ., 0.4, -2, 0, -14
[58] C[C@@H]1CCCCO[C@@H](CN(C)Cc2ccc(Cl)c(Cl)c2)[C@H](C)CN([C@H](C)CO)C(=O)c2cc(NS(C)(=O)=O)ccc2O1
  0, -12[16.7 µM], 1, -8, 1.2, 43, ., .

Retrieved by structure from the list above, 3 records:
Each structure is followed by: Cneo AK release, miR-122 sensor, PglD inh, GSIS activator, F508del corr, C2C12 statin, FN deposit inh, PGC1a acetyl inh
[52] CSc1ccc(CNCc2ccc3c(c2)OCO3)cc1
  0, 5, -4, 3, -0.2, 12, -2, 1
[54] CCc1nc2ccc(C(=O)Nc3cccc(NS(C)(=O)=O)c3)cn2c1N(CC)Cc1cccc(Br)c1
  -2, -12, -3, ., 0.4, 14, -5, 1
[53] C[C@@H]1CN([C@@H](C)CO)C(=O)Cc2cc(NC(=O)Cc3ccccc3)ccc2O[C@H]1CN(C)C(=O)Nc1ccc(F)cc1
  -3, -4[16.7 µM], 3, -1, -3.2, 4, -10, 8

Screening data as filed in PubChem.
